Source: PubChem (Broad Institute)
Xi reactivation – reactivates the inactive X chromosome in mouse fibroblasts; 360,000 tested, 0.055% active; activation, % at 7.58 µM; AID 743238; XiGFP mouse fibroblasts, % GFP-positive cells imaging, 3 d; cells co-treated with 5-aza-dC sensitizer; scaled so ellipticine positive control = 100%;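 active = mean normalized replicate activation at least 10% and every replicate at or above 10%; inconclusive = only one of the two criteria met; inactive = mean below 10% and not all replicates reach 10%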;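 also: 0% = median of on-plate neutral control wells and 100% = ellipticine 6 µM median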
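Material: SV40-immortalized XiGFP fibroblast cells, line 68-5-11 | Buffer or medium: DMEM containing 5-aza-dC | Dosing: One concentration, pinned | Times: 3 d treatment, 15 min room-temperature fixation | Controls: Ellipticine 6 µM positive control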
Statin myotox sup – suppressors of simvastatin-induced myotoxicity in C2C12 myotubes. ATP luminescence, 48 h; scaled: DMSO 0, geranylgeraniol control 100. rescue of ATP level, % at 7.49 µM. 330,000 tested, 0.78% active;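 active = mean ATP rescue above about 67%, or every replicate alone reaching that limit, limit read from the data, passing the limit was not always enough; inconclusive = no clear call, values can overlap the other calls; inactive = mean under the limit and some replicate under it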;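 also: myotubes were challenged with 10 µM simvastatin during compound exposure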
Cneo AK release – causes C. neoformans cell lysis. lysis activity, % at 15 µM. adenylate kinase release luminescence, 4 h; normalised: neutral wells 0, clomiphene wells 100. 360,000 tested, 0.2% active. AID 651654;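 active = mean lysis activity across replicates of at least 80%, whatever share of replicates individually reach that level; inactive = mean lysis activity below 80%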
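Signal: Adenylate kinase release luminescence | Assay system: Log-phase Cryptococcus neoformans yeast cells | Input: Cells at 5 × 10^6 per mL | Buffer or medium: Fresh YPD growth medium | Compound: Single dose | Schedule: Static 4 h at 37 °C with compound, 1 h detection | Controls: Clomiphene | Read-out: Luminescence rise reflecting yeast cell lysis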
ERAP1 inh – inhibitors of human ERAP1 aminopeptidase. 340,000 tested, 0.15% active. recombinant ERAP1, Leu-AMC fluorescence, 60 min. inhibition, % at 10.7 µM;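 active = mean replicate inhibition of at least 30%, or all replicates individually reaching that 30% level; inactive = mean below 30% and not every replicate reaching it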;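 also: 0% = neutral control wells and 100% = L-leucinethiol positive control wells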
SIRT5 inh – blocks human SIRT5 desuccinylation of peptide; Q9NXA8; Purified SirT5, succinyl-peptide AMC, trypsin-coupled fluorescence; inhibition, % at 15 µM; 330,000 tested, 1.1% active; in the data active = inhibition above about 15%; inconclusive = no clear call, values can overlap the other calls
Target sequence (Q9NXA8 whole entry, looked up): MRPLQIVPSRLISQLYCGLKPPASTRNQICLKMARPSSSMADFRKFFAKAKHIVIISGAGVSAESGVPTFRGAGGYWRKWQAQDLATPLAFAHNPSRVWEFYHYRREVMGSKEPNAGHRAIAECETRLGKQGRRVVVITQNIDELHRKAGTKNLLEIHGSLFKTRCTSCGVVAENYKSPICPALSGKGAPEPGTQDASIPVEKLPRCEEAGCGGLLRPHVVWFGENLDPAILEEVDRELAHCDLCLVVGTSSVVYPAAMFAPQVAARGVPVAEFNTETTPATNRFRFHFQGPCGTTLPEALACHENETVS
LGR2 inh – Drosophila LGR2 receptor signaling inhibition. HEK293 LGR2, CRE-luciferase, bursicon-stimulated, 4 h. inhibition, % at 9.99 µM. 380,000 tested, 0.35% active;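 active = drop in luminescence signal, shown as inhibition above about 50% in the replicate tests, limit read from the data, passing the limit was not always enough; inconclusive = probably only some replicates passing the limit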;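 also: agonist challenge used bursicon conditioned medium at about half maximal strength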
PGC1a acetyl inh – lowers PGC1a acetylation signal in U2OS cells; AlphaScreen anti-acetyl-lysine; with virally co-expressed GCN5 acetyltransferase; inhibition, % at 15.6 µM; 350,000 tested, 0.17% active; AID 651687;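 active = every replicate shows inhibition of at least 40%; inconclusive = mean inhibition at least 40% but some replicate below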;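 also: 0% = neutral control wells and 100% = positive control wells; some results beyond the cut were filed as inactive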
S100A4 inh HTS – S100A4-myosin IIA interaction inhibition; 360,000 tested, 0.14% active; inhibition, % at 10.7 µM; S100A4/TAMRA-MyoIIA peptide fluorescence polarization;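 active = mean inhibition of at least 70% across replicates, with every replicate also reaching that level; inconclusive = mean inhibition reaches 70% but some replicates fall short; inactive = mean inhibition below 70%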
Target sequence (P26447 whole entry, looked up): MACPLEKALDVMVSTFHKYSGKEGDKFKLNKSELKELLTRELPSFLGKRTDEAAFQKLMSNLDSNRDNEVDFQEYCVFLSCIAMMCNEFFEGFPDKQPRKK
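Material: S100A4 monomer protein | Medium: HEPES pH 7.2 with CaCl2, KCl, NaCl, DTT, Triton | Reagent: Labelled myosin peptide probe, 5 nM | Doses: One dose per compound | Times: 5 min incubation before reading | Benchmarks: Neutral control DMSO, positive control TFP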
* = called active by the depositor; ? = inconclusive; · = not tested or not shown.

mol	SIRT5 inh	Statin myotox sup	LGR2 inh	Cneo AK release	PGC1a acetyl inh	S100A4 inh HTS	ERAP1 inh	Xi reactivation
CC(C)c1nc(CNC(=O)CC2C(=O)NCCN2Cc2cccc(F)c2F)cs1 (stereo unspecified)	-1	15	4	0	·	-4	-3	0.1
CCc1nnc(NS(=O)(=O)c2ccc(NC(=S)NC(=O)/C=C/c3cccs3)cc2)s1	9	·	21	·	5	1	-4	-0.1
Nn1cnc2scc(-c3ccco3)c2c1=O	-4	4	13	-1	·	-6	1	0.1
CO[C@H]1CC[C@H]2CCOc3ccc(C#N)cc3C(=O)N(C)C[C@@H](c3ccccc3)CC(=O)N(C)C[C@H]1O2	·	-24	-1	3	·	·	·	0.1
COc1ccc2oc(C(=O)Nc3nc(C)cs3)c(C)c2c1	-3	-20	-82	-7	8	-10	-1	-0.1
COC(=O)c1c(NC(=O)c2ccc(C)cc2)csc1C	-7	·	-15	-7	8	4	-2	?
O=C(N/N=C\c1ccc(Oc2ccccc2)cc1)c1csnn1	-1	·	5	·	·	1	-1	0.1
CCC(=O)N1CCC1(C)C(=O)Nc1ccc(OC)c(OC)c1 (stereo unspecified)	-2	-4	-3	-1	-1	1	2	-0.1
COc1ccc(NC2=C3CCCC=C3N(c3ccc(OC)cc3)C2=O)cc1	-1	3	-2	0	1	-7	4	0.2
CN(C)c1ccc2c(c1)[C@H]1C[C@@H](CC(=O)NCc3ccccn3)O[C@@H](CO)[C@H]1O2	-2	1	-3	28	-4	15	2	0.0
CCC1CCCCN1C/C=C/c1ccccc1[N+](=O)[O-] (stereo unspecified)	-2	-6	-13	7	-4	-4	3	·
O=C(COC(=O)/C=C/c1ccc(OC(F)F)cc1)NC1CCCC1	-1	3	11	-1	0	2	-1	1.0
Cc1nonc1OCCN1CCN(c2ccccc2[N+](=O)[O-])CC1	-2	·	-8	·	11	3	-4	0.2
CSc1nn2c(C)c(C)c(C)nc2c1C#N	-5	·	-4	·	-2	-2	-3	0.0
CO[C@@H]1CN(C)C(=O)c2ccc(NC(=O)c3ccno3)cc2OC[C@H](C)NC[C@@H]1C	2	2	-2	4	8	-34	7	0.3
C[C@@H]1CN([C@@H](C)CO)C(=O)c2cc(C#CC(C)(C)O)cnc2O[C@@H]1CN(C)C(=O)C1CC1	-2	·	-10	-7	6	-4	1	-1.0
COc1cccc(CC(NC(C)=O)C(=O)NC2CCN(c3ncccc3[N+](=O)[O-])CC2)c1 (stereo unspecified)	9	·	7	·	·	0	-4	0.3
C(=C\c1ccccc1)/CN1CCN(C(c2ccnc3ccccc23)c2nnnn2C2CCCCC2)CC1 (stereo unspecified)	·	10	3	1	-65	-1	1	-0.1
CCOC(=O)c1cc(C(=O)NCc2ccc(Cl)cc2Cl)nn1C	-1	·	-11	·	·	-3	1	0.0
COc1ccc(CN(C)C[C@H]2OCCCC[C@H](C)Oc3ccc(NC(=O)Nc4ccc5c(c4)OCO5)cc3C(=O)N([C@@H](C)CO)C[C@H]2C)cc1	9	·	13	-3	2	-1	-3	0.0
O=C(Nc1ccc(-n2cnnn2)cc1)C(c1ccccc1)c1ccccc1	0	·	-9	·	·	-1	-3	0.0
CN1C(=O)CC(c2ccco2)Sc2ccccc21 (stereo unspecified)	·	46	-30	4	-13	·	·	·
C[C@@H]1CN([C@@H](C)CO)S(=O)(=O)c2ccc(-c3cccc(F)c3)cc2O[C@H]1CN(C)C(=O)C1CC1	·	1	1	·	-11	·	·	-0.7
CCCCn1nc(NC(=O)CCC)c2cc3cc(OC)ccc3nc21	-10	0	-10	1	-6	-2	4	0.1
Nc1ccc2c(c1)C(=NO)c1ccccc1-2	·	-5	·	3	0	4	0	0.0
CCc1c(C(=O)N/N=C/c2cccs2)nnn1-c1nonc1N	·	·	-25	-1	-4	-10	-1	0.0
CCCNC(=O)Cn1cc(S(=O)(=O)N2CCCC2)c(S(=O)(=O)N2CCCC2)c1	-1	-3	10	5	22	0	-6	0.1
O=C(NC1(C(F)(F)F)N=C2SCCN2C1=O)c1ccccc1F (stereo unspecified)	-3	·	10	-1	-3	1	4	0.2
CC(=O)N1CC[C@H]2[C@@H]1c1cc(-c3ccccc3)ccc1N(C)[C@H]2CO	·	-9	-3	-11	-2	·	·	-0.1
Cc1cc2c(nc1C)CCCN2S(=O)(=O)c1ccc(C#N)cc1	·	·	-11	·	·	-6	1	-0.1
COc1cc(/C=C/C(=O)NCC(=O)N2CCC(N(C)CCN3CCOCC3)CC2)ccc1OC(C)C	0	·	5	·	·	1	-2	0.0
COc1ccccc1NC(=S)N/N=C/c1cccc(C)c1	-2	·	-61	·	·	9	-2	-0.2
CNC(=O)C[C@@H]1CC[C@H]2[C@@H](COc3ccc(NC(=O)c4ccccc4Cl)cc3C(=O)N2C)O1	3	-9	2	1	1	10	-2	-0.2
Cc1nc2cc(C(=O)O)ccc2n1-c1ccccc1	-2	·	1	-1	-3	-7	5	0.0
CC1(C)C(CO)=CC(=O)C2=C1SCC(=O)N2	-1	-1	-5	0	2	-1	-2	0.0
Cc1noc(C)c1NC(=O)N(C)C[C@H]1OCCCC[C@H](C)Oc2ccc(NS(C)(=O)=O)cc2C(=O)N([C@@H](C)CO)C[C@@H]1C	·	·	-10	-2	15	·	·	0.3
O=C(C[C@H]1C[C@H]2c3cc(NC(=O)Nc4ccc(C(F)(F)F)cc4)ccc3O[C@H]2[C@H](CO)O1)NCc1ccc(Cl)cc1	0	2	0	48	20	-1	2	-0.1
Cn1c(NCCO)nc2c1c(=O)n(Cc1ccc(F)cc1)c(=O)n2C	2	9	12	0	-3	0	-1	0.1
COc1ccccc1-c1cc2c(c3c1ccn3C)C1CCC2C1 (stereo unspecified)	·	6	1	2	1	-4	8	0.1
Cc1cccc(OCC(O)CN2CCc3ccccc3C2)c1 (stereo unspecified)	-1	7	-4	-1	·	-4	0	0.0
O=C(c1cccnc1)N1CCN(Cc2ccc3ccccc3c2)CC1	0	9	11	-1	·	-4	-1	0.1
CC(C)NC(=O)Nc1ccc2c(c1)CC(=O)N([C@@H](C)CO)C[C@@H](C)[C@H](CN(C)S(=O)(=O)c1ccc(F)cc1)O2	1	-2	2	-5	1	-9	-1	0.2
N#Cc1ccc(C(=O)N/N=C/c2cn(CC(=O)O)c3ccccc23)c(F)c1	9	·	6	·	·	-5	19	0.1
O=C(CC1CC1)Nc1ccc2c(c1)[C@H]1C[C@@H](CC(=O)NC3CCCCC3)O[C@@H](CO)[C@H]1O2	-1	2	8	-1	-2	-4	2	0.5
CSc1nnnc2ccccc12	·	6	0	0	-9	-8	2	0.0
O=C(NCc1cccs1)C1CCCN(S(=O)(=O)c2ccc3c(c2)OCO3)C1 (stereo unspecified)	-2	18	20	-1	-12	-4	0	·
S=C(NNC(=S)NC1CC2CCC1C2)NC1CC2C=CC1C2 (stereo unspecified)	8	·	2	0	9	-2	-2	0.2
Cc1ccc(C(=O)N/C(=C/c2ccc(N(C)C)cc2)C(=O)NCC2CCCO2)cc1 (stereo unspecified)	7	17	-12	0	3	3	-1	0.4

Complete entries as entered above. Screens in order: SIRT5 inh	Statin myotox sup	LGR2 inh	Cneo AK release	PGC1a acetyl inh	S100A4 inh HTS	ERAP1 inh	Xi reactivation
Shown for Cc1cccc(OCC(O)CN2CCc3ccccc3C2)c1 (stereo unspecified) : -1	7	-4	-1	·	-4	0	0.0
Shown for CC(C)NC(=O)Nc1ccc2c(c1)CC(=O)N([C@@H](C)CO)C[C@@H](C)[C@H](CN(C)S(=O)(=O)c1ccc(F)cc1)O2 : 1	-2	2	-5	1	-9	-1	0.2
Shown for N#Cc1ccc(C(=O)N/N=C/c2cn(CC(=O)O)c3ccccc23)c(F)c1 : 9	·	6	·	·	-5	19	0.1

Following part
mol	SIRT5 inh	Statin myotox sup	LGR2 inh	Cneo AK release	PGC1a acetyl inh	S100A4 inh HTS	ERAP1 inh	Xi reactivation
C[C@@]12C(=O)N(CC3CCCO3)CC(=O)N1[C@H]1c3ccccc3OC[C@@H]1[C@@H]2c1ccccc1 (stereo partly specified)	·	2	-5	2	·	-2	·	0.8
Cc1[nH]c2ccccc2c1/C=C(\C#N)S(=O)(=O)c1ccccc1	·	-1	-3	4	-6	·	·	·
CCCn1c(NC(=O)C2CCN(C(=O)c3ccc(F)cc3)CC2)nc2ccccc21	1	-1	3	-1	·	3	2	0.2
O=C(C[n+]1cccc(/C=N/O)c1)NC(=O)Nc1ccccc1	·	·	6	·	·	1	4	0.1
CC(=O)c1sc(NC(=O)c2ccccc2C)nc1C	-3	-19	-33	4	9	-23	5	0.2
COc1ccc2c3c([nH]c2c1)[C@H](CO)N(S(C)(=O)=O)CC31CCN(C(=O)c2cccnc2)CC1	-2	·	-8	·	9	-23	-2	0.1
CC(C)NC(=O)Nc1ccc2c(c1)C(=O)N([C@H](C)CO)C[C@@H](C)[C@@H](CN(C)C(=O)c1ccccc1)OCCCC[C@H](C)O2	2	-6	1	1	-3	-11	0	0.1
C[C@@H]1CN([C@@H](C)CO)C(=O)Cc2cc(NS(=O)(=O)c3ccc(F)cc3)ccc2O[C@@H]1CN(C)Cc1ccc(Cl)c(Cl)c1	·	34	3	·	0	·	·	-0.1
Cc1nc(SCC(=O)Nc2ccccn2)n[nH]1	-1	·	0	·	2	0	2	0.1
C[C@@H]1CN([C@@H](C)CO)C(=O)c2cccc(NC(=O)Nc3ccc(F)cc3)c2O[C@@H]1CN(C)S(=O)(=O)c1ccc(F)cc1	-2	44	8	-9	2	-17	4	0.0
Cc1ccnc(NC(=O)CCC(=O)N(CC(=O)NCc2ccc(F)cc2)c2ccc(F)cc2)c1	-5	-1	0	11	·	4	2	0.5
COc1ccc(S(=O)(=O)N(C)c2ccc(C(=O)NC3CC3)cc2)cc1	2	2	-2	1	·	-12	-3	-0.1
Cc1ccc(-c2nnc(-c3cccnc3)o2)cc1	-3	-3	-33	0	4	-2	-3	0.1
C[C@H](CO)N1C[C@H](C)[C@@H](CN(C)C(=O)c2ccccc2)Oc2ncc(C#Cc3ccccc3)cc2C1=O	-1	22	2	26	-3	2	0	0.2
CCOc1ccccc1C1CC(c2cccc(NS(C)(=O)=O)c2)=NN1C(=O)c1ccccc1 (stereo unspecified)	·	·	34	1	4	·	·	0.2
COc1ccc(C(=O)OCC(O)COC(=O)c2ccc(OC)cc2)cc1	-3	·	1	-3	3	-6	·	-0.1
COc1ccc(N2CCN(C(=O)c3ccc(CNS(=O)(=O)c4ccc(C)cc4)cc3)CC2)cc1	0	-8	0	-1	0	-1	2	0.0
Cc1noc(C)c1S(=O)(=O)Nc1ccc2c(c1)C(=O)N([C@@H](C)CO)C[C@@H](C)[C@H](CN(C)S(=O)(=O)c1ccc(Cl)cc1)O2	-1	·	-1	2	1	2	-1	-0.9
CC(=O)N1CCN(C(=S)NCCc2ccccc2)CC1	0	·	-7	·	·	-1	1	0.2

These rows are one share of the data; rates above refer to the full screens.
